# phage Ecoli inh: E. coli growth loss with phage present | growth absorbance | inhibition, % at 11.9 µM | hit rate 0.26% among 360,000 | AID 651602; in the data active = inhibition above about 11%
# MITF TRPM1 HTS: increases MITF-driven TRPM1 promoter luciferase signal; SK-MEL-5 TRPM1-promoter luciferase, 24 h; % of positive control, neutral wells = 0; activation, % at 12.5 µM; hit rate 0.75% among 300,000; AID 588334;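 active = mean activation of at least 80% with every replicate also reaching 80%; inconclusive = mean reaches 80% but some replicate falls short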;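 also: 0% = neutral control wells and 100% = parthenolide positive control wells; values of inactives mirror those of a sister screen read the other way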
# E coli growth: counter-screen for AddAB inhibitors: E. coli growth inhibition; E. coli V3065 growth, OD600 absorbance, 18 h; inhibition, % at 11.9 µM; hit rate 0.27% among 330,000;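 active = inhibition above the campaign's mean inhibition across all tested compounds plus 3 SD, cut at about 9.9% in these data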;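 also: uninfected addAB+ strain grown without phage in ampicillin broth; 0% = DMSO wells and 100% = ciprofloxacin 0.95 µg/ml wells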
# Wnt act: activators of Wnt/beta-catenin signaling; Wnt/beta-catenin reporter cell assay, activator, plate reader; activation, % at 9.35 µM; hit rate 1.2% among 300,000; AID 743398; in the data active = activation above about 30%, passing the limit was not always enough; inconclusive = no clear call, values can overlap the other calls;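 also: 0% = neutral control wells and 100% = positive control wells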
# Tat transport: inhibitors of E. coli Tat protein transport; AID 488895; hit rate 0.036% among 340,000; inhibition, % at 10 µM; E. coli MC4100 TorA-mCherry Tat export, fluorescence;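 active = mean replicate inhibition at least 50% and at least half of replicates individually reaching 50%; inconclusive = only one of the two criteria met; inactive = neither criterion met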;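 also: exported cargo escapes ClpAP degradation while cytoplasmic cargo is degraded and loses fluorescence; 0% = median of neutral control wells and 100% = median of NaSCN control wells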
# SR-BI DiI-HDL act: SR-BI HDL lipid transfer activation. CHO ldlA[mSR-BI] cells, DiI-HDL uptake fluorescence, 3 h; 100 = double the neutral-control signal. activation, % at 12.5 µM. hit rate 0.096% among 320,000. AID 504775;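 active = mean replicate activation of at least 60% and every replicate at or above 60%; inconclusive = mean or all-replicate condition met, but not both; inactive = mean below 60% and not all replicates reaching 60%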;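 also: 0% = median plate neutral-control signal and 100% = twice that signal; values of inactives mirror those of a sister screen read the other way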
#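 Material – SR-BI-overexpressing, LDLR-lacking CHO cells · Medium – BSA-supplemented, HEPES-buffered Ham's F12, pH 7.4 · Doses – single concentration · Times – compound with DiI-HDL co-incubation, 3 h at 37 °C · Measured by – bottom-read fluorescence, 550/595 nm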
# CAL PDZ FP-1: blocks peptide binding to human CAL PDZ domain. Q9HD26. purified CAL PDZ, TMR-peptide fluorescence polarization, 1 h. AID 504414. hit rate 0.02% among 330,000. inhibition, % at 20 µM;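 active = highest replicate inhibition of at least 40%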;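 also: plate controls were DMSO neutral control wells for no effect and unlabeled competitor peptide control wells for full effect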
#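 material = purified tagged CAL PDZ domain construct (CerCALP) | compound dosing = 20 µM, one dose | times = 1 h at RT | measured by = fluorescence polarization from S- and P-plane intensities, G-factor corrected | read-out = inhibition from polarization loss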
# SR-BI DiI inh: mouse SR-BI HDL lipid transfer inhibition; Q61009; ldlA[mSR-BI] CHO cells, DiI-HDL uptake fluorescence, 3 h; inhibition, % at 12.5 µM; hit rate 0.96% among 320,000; AID 488896;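 active = mean replicate inhibition of at least 70% and a set share of replicates each scoring 70 or more; inconclusive = meets just one of the two criteria; inactive = fails both criteria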;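 also: 0% = median of neutral control wells and 100% = median of positive control wells; values of inactives mirror those of a sister screen read the other way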
# Target sequence (Q61009 whole entry, looked up): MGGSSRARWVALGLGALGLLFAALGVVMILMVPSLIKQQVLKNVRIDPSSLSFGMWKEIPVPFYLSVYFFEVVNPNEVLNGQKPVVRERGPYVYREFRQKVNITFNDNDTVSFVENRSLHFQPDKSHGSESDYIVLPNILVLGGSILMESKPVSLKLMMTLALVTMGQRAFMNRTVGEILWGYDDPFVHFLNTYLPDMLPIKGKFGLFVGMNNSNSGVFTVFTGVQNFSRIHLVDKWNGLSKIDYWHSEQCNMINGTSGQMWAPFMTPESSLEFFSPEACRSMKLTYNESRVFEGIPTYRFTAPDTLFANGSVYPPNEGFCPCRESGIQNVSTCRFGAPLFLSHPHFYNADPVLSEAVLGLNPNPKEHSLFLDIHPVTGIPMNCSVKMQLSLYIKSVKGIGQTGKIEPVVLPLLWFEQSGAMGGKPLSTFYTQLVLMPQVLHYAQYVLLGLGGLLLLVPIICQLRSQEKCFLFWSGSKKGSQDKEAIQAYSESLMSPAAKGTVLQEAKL
# AddAB inh: less growth of phage-infected E. coli with AddAB. E. coli expressing H. pylori AddAB, absorbance growth. inhibition, % at 11.9 µM. hit rate 0.29% among 330,000. AID 435030; in the data active = inhibition above about 12%;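 also: 0% = vehicle wells of infected cells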
# CAL PDZ FP-2: CAL PDZ (human) peptide binding inhibition | Q9HD26 | purified CAL PDZ, TMR-peptide fluorescence polarization, 1 h | inhibition, % at 24.9 µM | hit rate 0.92% among 300,000 | AID 602252;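 active = mean inhibition of at least 30% with at least half of replicates also reaching 30%; inconclusive = no clear call, values can overlap the other calls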;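 also: 0% = DMSO neutral control and 100% = excess unlabeled competitor peptide PRC23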
# * marks the source's active call; other numbers are inactive results; ? = inconclusive; nt = no result given. Not a hit list. Share with any hit: about 3.6%.
SMILES,phage Ecoli inh,MITF TRPM1 HTS,E coli growth,Wnt act,Tat transport,SR-BI DiI-HDL act,CAL PDZ FP-1,SR-BI DiI inh,AddAB inh,CAL PDZ FP-2
COc1ccc(/C=C/C(=O)Nc2ccc(C34CC5CC(CC(O)(C5)C3)C4)cc2)cc1OC,3.2,53,-3.9,nt,0,-38,-4.6,38,3.1,-3
CC1CCN(C(=O)Cn2nnc(-c3ccc([N+](=O)[O-])cc3)n2)CC1,2.9,-6,-1.0,0,-3,18,0.1,-18,-0.8,-10
CCS(=O)(=O)N1Cc2ccccc2CC1C(=O)Nc1ccc(C)cc1 (centres undefined),1.2,nt,-2.6,18,-5,-1,0.0,1,1.1,-6
Oc1cc(NCCN2CCOCC2)cc2cccnc12,2.6,-64,-5.1,5,-5,3,0.9,-3,0.4,0
COc1ccc(OC)c(NC(=S)NCCN2CCOCC2)c1,3.4,-7,0.4,-1,-4,31,-1.2,-31,1.3,4
NC(=O)CC(NC(=O)Cc1ccc(Cl)cc1)c1ccc(NCCc2ccccc2F)c([N+](=O)[O-])c1 (centres undefined),-1.6,-3,-3.5,-3,10,3,0.8,4,-2.6,-2
O=C(c1ccc(COc2c(F)c(F)c(F)c(F)c2F)o1)N1CCOCC1,4.4,-6,-0.3,nt,9,14,0.7,-14,1.8,1
CC(C)COc1ccc(C(=O)Nc2ccc(N3CCOCC3)cc2N2CCOCC2)cc1,-1.7,15,0.2,1,0,8,-0.5,-8,-0.6,-2
CCCOc1ccc(/C=N/Nc2cc(N3CCOCC3)ncn2)c(O)c1,2.5,nt,7.4,-2,-1,-2,0.7,2,12,-5
COc1ccc(NC(=O)CN(C)C(=O)C2=NN(c3ccccc3)C(=O)CC2)cc1,-0.1,-2,-1.9,1,-2,7,0.0,-7,-0.6,-3
O=c1ccn(C2CCCO2)c(=O)[nH]1 (centres undefined),2.9,5,nt,0,-5,-1,0.3,1,nt,-1
Cc1ccc(C(=O)N2CCN(C)CC2)cc1[N+](=O)[O-],1.0,5,-0.3,2,-4,?,-1.1,-485,0.4,-3
O=C(NC(=S)Nc1ccc(Br)cc1F)C1CCCCC1,0.9,34,0.5,25,-3,-19,-3.3,19,-1.1,-7
Cc1ccc(S(=O)(=O)Nc2c(NC3CCCCC3)c3ccccc3oc2=O)cc1,0.0,-13,-1.8,0,0,10,-8.8,-10,1.4,-10
COc1cccc2sc(N(CCN(C)C)C(=O)c3ccc4c(c3)CCCC4)nc12,4.0,6,-0.3,0,8,-37,-2.9,37,1.1,-3
O=C(CSc1n[nH]c(=O)[nH]c1=O)Nc1ccccc1C(=O)c1ccccc1,1.2,-1,2.3,0,3,1,0.6,-1,0.3,-4
Cc1cccc(C)c1NC(=O)c1cccc2c1-c1ccccc1C2=O,1.0,2,0.0,-2,-1,24,0.1,-24,5.0,0
Cc1ccc(C(=O)NNC(=O)C2CCN(c3nc(C)cc(C)n3)CC2)cc1,2.8,-2,-0.5,-2,0,-31,-1.4,31,0.3,-4
O=C(O)C1C2C=CC(C2)C1C(=O)NCc1ccc2c(c1)OCO2 (centres undefined),0.8,5,0.0,3,-5,-11,-0.5,11,3.8,2
Cc1cc(Br)c(NC(=O)Cn2c([N+](=O)[O-])cnc2C)cc1C,-0.4,nt,-2.0,2,-5,1,-1.7,-1,-2.1,1
Cc1ccc2nc(-c3cccnc3)c(NC3CCCCC3)n2c1,3.2,-6,-2.1,-1,-9,12,0.2,-12,1.2,0
CCCCC(CC)CNC(=O)c1ccc2c(c1)OCO2 (centres undefined),-2.0,1,0.7,nt,8,23,-1.9,-23,0.1,-1
CCN(CC)C(=O)CC(c1ccccc1)c1ccco1 (centres undefined),1.1,-5,-0.7,-2,-3,18,-0.9,-18,-1.3,-3
Fc1cc(F)c(NC(=S)N2CCOCC2)c(F)c1,-1.1,-1,0.0,2,-2,8,0.5,-8,1.0,-4
C=CCn1cc(CN2CCC(C(=O)Nc3cccc(-c4cccc(F)c4)c3)CC2)c(C)n1,-1.6,25,-1.5,-2,0,-16,-2.8,16,-0.6,-5
CCN(C(=O)COC(=O)c1ccco1)c1cccc2ccccc12,0.6,-1,0.7,2,2,-2,-0.6,2,0.8,1
COc1cccc(/C(C)=N/Nc2ccc(S(=O)(=O)N3CCCCC3)cn2)c1,5.6,5,-0.3,2,10,-8,-0.5,8,1.6,-2
O=C(O)c1cccc(NC(=O)c2ccc3c(c2)C(=O)N(CC2CCCO2)C3=O)c1 (centres undefined),2.0,-3,-2.3,nt,-2,30,-0.1,-30,0.0,-1
O=C(COC(=O)C1=COCCO1)Nc1ccccc1,3.5,23,-0.7,-10,2,25,0.2,-25,2.6,0
CCOCC(=O)Nc1nnc(C2CCCCC2)s1,2.7,54,-1.6,26,-5,6,-3.6,-6,0.3,-1
COc1ccc2[nH]c(CN3CCN(C(C)C)C(CCO)C3)c(C)c2c1 (centres undefined),4.5,-12,-0.4,-1,-14,12,0.5,-12,0.9,-4
CC1(C)CC2CC(C)(CN2c2ncnc3ccc(Br)cc23)C1 (centres undefined),0.5,-13,-0.1,-11,11,-19,-1.8,19,-0.2,-5
Clc1cccc(N=C2NN=C(c3ccc4c(c3)OCCO4)CS2)c1,nt,24,-1.1,nt,4,0,0.4,0,1.9,nt
CN(C)S(=O)(=O)c1ccc2c(c1)c(=O)c(C(=O)NCCCN1CCCCCC1)cn2C,2.3,4,-2.3,-3,2,-6,-1.0,6,5.6,nt
COCCN1C(=O)c2ccccc2C(C(=O)N2CCN(c3ccccc3)CC2)C1c1ccc(F)cc1 (centres undefined),0.1,nt,0.4,-3,-2,21,-0.8,-21,0.1,-7
Cc1csc(C(=O)O)c1-n1cccc1,-0.4,-8,-0.4,4,-2,nt,-0.9,-29,-1.7,4
CCOc1ccc(-c2cc(CCCC(=O)N3CCN(c4ccc(OC)cc4)CC3)no2)cc1,3.0,-16,2.8,1,-9,-11,-0.6,11,-0.5,-4
C=CCn1c(SCC(=O)Nc2ncc(Cc3cc(C(F)(F)F)ccc3Cl)s2)nnc1-c1ccncc1,-0.4,10,-0.7,nt,-1,-4,-2.6,4,1.9,0
COc1c(OC2OC(C(=O)O)C(O)C(O)C2O)cc(O)c2c(=O)cc(-c3ccccc3)oc12 (centres undefined),3.3,-3,-3.3,?,11,23,-1.2,-23,-2.7,7
C[C@H]1CCC(=O)N([C@H](CSc2ccc(Br)cc2)Cc2ccccc2)CC1,2.5,0,0.0,-4,0,-7,0.1,7,0.6,-1
C=COCCNC(=S)Nc1cccc(Cl)c1,4.3,-10,-0.1,-2,-4,8,-1.2,-8,2.4,3
CCc1ccc(NC(=O)CCc2c(C)nn(-c3ccc(N4CCOCC4)nn3)c2C)cc1,1.8,33,-0.9,-1,-5,-48,0.0,48,1.6,nt
S=c1[nH]nc(COc2ccccc2)n1/N=C/c1ccc(Cl)c(Cl)c1,1.3,-1,0.9,-3,8,25,-1.7,-25,2.5,-2
Cc1ccc(-n2c(-c3nn(C)cc3Cl)n[nH]c2=S)cc1,-1.0,-2,1.8,-3,-3,-1,-0.5,1,2.4,3
Cc1cc(C)n2nc(C(=O)OCC(=O)c3c[nH]c4ccccc34)nc2n1,3.2,-18,1.8,0,8,-25,-3.3,25,-5.1,-4
O=C(Oc1c(CN2CCOCC2)cc(Cl)c2cccnc12)c1ccccc1,2.7,-64,-2.2,-2,16,8,-0.3,-8,-3.2,47*
CN(CC(=O)Nc1ccc(F)cc1)C(=O)c1ccc2ccccc2n1,1.4,-18,nt,0,-2,31,-1.8,-31,nt,-3
O=C(NC1CCCC1)c1ccc(CSCc2ccccc2F)o1,1.6,23,1.0,-4,-3,6,-1.1,-6,1.1,2
CC(=O)Nc1nc(-c2ccc3c(c2)OCO3)cs1,2.5,65,-0.3,53*,25,nt,-1.6,nt,2.0,-1
CCCC(=O)N1CCN(c2ccc(NC(=O)c3ccc([N+](=O)[O-])o3)cc2Cl)CC1,2.3,-90,nt,-22,-3,-59,1.0,59,nt,5
# (further entries)
SMILES,phage Ecoli inh,MITF TRPM1 HTS,E coli growth,Wnt act,Tat transport,SR-BI DiI-HDL act,CAL PDZ FP-1,SR-BI DiI inh,AddAB inh,CAL PDZ FP-2
Cc1c(Cl)c([N+](=O)[O-])nn1CC(=O)NCc1cccs1,3.0,7,2.2,2,-10,5,1.4,-5,4.0,-2
CC1CCN(C(=O)C2Cc3ccccc3CN2S(=O)(=O)c2ccc(F)cc2)CC1 (centres undefined),1.8,-5,-0.8,nt,-5,26,-0.2,-26,-2.5,1
CC(C)(C)OC(=O)N(Cc1ccccc1)Cc1ccccc1OCc1cccc(NC(=O)C2CCC2)c1,3.3,-1,nt,8,-3,-12,-1.8,12,nt,26
COc1ccc(S(=O)(=O)N2CCC(C(=O)Nc3c(F)cccc3F)CC2)cc1,1.7,nt,0.3,-3,12,13,-1.2,-13,-1.4,nt
Cc1c(NC(=O)c2cnn3cccnc23)c(=O)n(-c2ccccc2)n1C,nt,-1,1.5,0,5,14,nt,-14,1.8,3
COc1ccc(OC)c2c1nc1n2CCS1,2.5,-17,-0.5,1,0,-2,-2.1,2,4.3,0
Cc1ccc(CNCCCn2cnc(C(=O)Nc3ccc(C)c(C)c3)n2)o1,1.7,10,nt,-4,-9,-14,-0.5,14,nt,-9
O=C(NC1CCN(Cc2ccccc2)CC1)C12CC3CC(CC(C3)C1)C2,2.6,-2,-0.4,-5,0,-6,-1.1,6,2.6,-1
CCOC(=O)c1c(N)n[nH]c1-c1ccccc1,0.6,0,1.1,nt,-9,17,-0.8,-17,0.3,3
CCCOc1cccc(C2C(C(=O)c3ccco3)=C(O)C(=O)N2CCCn2ccnc2)c1 (centres undefined),-0.7,3,-2.5,1,0,5,-2.2,-5,-0.1,-5
CCCN(CC1CC1)S(=O)(=O)c1ccc(-n2cnnn2)c(OC)c1,2.3,-3,-0.3,nt,3,-8,-0.5,8,0.6,nt
CN1C(=O)c2ccc(S(=O)(=O)c3ccc(C(=O)O)cc3)cc2C1=O,3.4,1,-1.0,-2,-7,30,-2.1,-30,0.4,2
COc1cnc(-c2ccccc2)nc1Oc1ccc(C(C)(C)C)cc1,-0.2,nt,1.2,nt,9,-46,0.0,46,2.5,-3
O=C(NCc1ccncc1)C1CCCCC1,2.5,nt,-2.7,1,-1,26,0.6,-26,2.3,4
CC(C)CNC(=O)C1CCN(c2ccc(S(=O)(=O)N3CCOCC3)cc2[N+](=O)[O-])CC1,2.6,-10,0.5,-2,-3,nt,-0.6,nt,-0.5,-3

# Screening results deposited in PubChem by several laboratories.
